Autofluor Jurkat – autofluorescence counter-screen for VLA-4 integrin assays. Jurkat cells, compound autofluorescence, flow cytometry; active compounds read high; 1 = vehicle-only cell background. fluorescence ratio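 (tested at 10 µM compound in the well)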. hit rate 0.61% among 24,000;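 active = fluorescence ratio above 2.44, which is 1 plus 3 SD of all ratios; inconclusive = signal too bright to measure linearly, ratio around 10 or more; inactive = fluorescence ratio below 2.44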;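 note: green fluorescence of cells measured with 488 nm excitation and 530 nm emission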
Prostate diff – activators of LNCaP prostate cell differentiation | flow cytometry side scatter, 4 d | hit rate 0.56% among 24,000 | side scatter shift, % at 10 µM;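 active = side scatter shift above 30%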;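 note: androgen-responsive LNCaP prostate cancer cells in charcoal-stripped serum medium; percent of cells past a gate set so DMSO wells show 10% shift; higher shift means more granular cells and more differentiation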
VLA-4 antagonist – blocks LDV-FITC ligand binding to Mn2+-activated human VLA-4 integrin; Jurkat cells, LDV-FITC binding with Mn2+, flow cytometry; 100% = Mn2+-driven binding gain fully reversed; hit rate 0.2% among 24,000; inhibition, % at 10 µM (by protocol); AID 529; P13612;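 active = inhibition above 50%; inconclusive = compound itself fluorescent, judged against control cell fluorescence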;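 note: 0% = Mn2+ stimulated cells lacking compound and 100% = ligand binding without Mn2+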
Target sequence (P13612 whole entry, looked up): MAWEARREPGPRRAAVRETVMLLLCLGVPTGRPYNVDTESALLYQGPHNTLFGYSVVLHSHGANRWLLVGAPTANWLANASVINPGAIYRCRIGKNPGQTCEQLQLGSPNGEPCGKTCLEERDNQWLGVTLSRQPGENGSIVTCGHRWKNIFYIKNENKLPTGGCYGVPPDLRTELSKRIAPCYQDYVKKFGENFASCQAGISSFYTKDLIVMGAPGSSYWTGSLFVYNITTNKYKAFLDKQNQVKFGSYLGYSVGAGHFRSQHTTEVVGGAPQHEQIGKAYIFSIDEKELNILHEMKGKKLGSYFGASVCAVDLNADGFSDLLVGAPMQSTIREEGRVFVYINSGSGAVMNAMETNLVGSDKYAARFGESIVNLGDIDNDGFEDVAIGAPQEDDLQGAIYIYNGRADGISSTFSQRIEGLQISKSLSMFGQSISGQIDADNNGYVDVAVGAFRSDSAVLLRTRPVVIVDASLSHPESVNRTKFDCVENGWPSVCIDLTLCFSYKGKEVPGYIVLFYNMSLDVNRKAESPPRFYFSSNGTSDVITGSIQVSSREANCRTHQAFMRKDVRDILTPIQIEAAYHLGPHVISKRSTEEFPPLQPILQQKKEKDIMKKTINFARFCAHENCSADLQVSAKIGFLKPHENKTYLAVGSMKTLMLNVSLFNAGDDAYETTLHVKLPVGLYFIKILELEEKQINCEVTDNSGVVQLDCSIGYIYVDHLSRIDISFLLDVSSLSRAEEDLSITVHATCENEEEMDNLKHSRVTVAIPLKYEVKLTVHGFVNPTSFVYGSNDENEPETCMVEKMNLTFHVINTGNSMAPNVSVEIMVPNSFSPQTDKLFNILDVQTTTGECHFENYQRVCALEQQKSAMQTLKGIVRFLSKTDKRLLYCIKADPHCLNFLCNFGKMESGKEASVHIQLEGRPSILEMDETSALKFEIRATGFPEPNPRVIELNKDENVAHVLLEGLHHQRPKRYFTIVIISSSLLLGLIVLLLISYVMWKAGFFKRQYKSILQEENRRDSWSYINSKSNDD
VLA-4 agonist – allosterically activates the human VLA-4 integrin. Jurkat cells, LDV-FITC binding, flow cytometry. activation, % at 10 µM (by protocol). 24,000 tested, under 10 active. P13612;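 active = fluorescent ligand binding to cells raised by more than 40% of the manganese-induced maximum; inconclusive = compound's own fluorescence above 85% of the ligand control signal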;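 note: 0% = ligand binding without compound and 100% = manganese-stimulated maximal binding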
* = called active by the depositor; ? = inconclusive.

SMILES	Autofluor Jurkat	Prostate diff	VLA-4 antagonist	VLA-4 agonist
CCC(=O)N1CCc2cc(Br)cc(S(=O)(=O)NCCN3CCOCC3)c21	1	1	-12	-1
COc1ccc(OC)c(-n2c(C)nc3cc(C(=O)O)ccc32)c1	0.86	10	-43	31
NC(=O)CSc1nnc(-c2ccc(O)cc2)n1Cc1ccco1	0.97	9	-16	0
CCOC(=O)C(NC(=O)N1CCCCC1)(c1ccccc1)C(F)(F)F (configuration not stated)	1	3	3	-4
c1ccc(OCc2nc3ccccc3[nH]2)cc1	1.1	8	-16	10
CCOC(=O)C1CCCN(C(=O)c2cn(CC)c(=O)c3cc(OC)c(OC)cc23)C1 (configuration not stated)	1	7	-6	3
Cc1ccsc1C1NC(=O)c2c(sc3c2CCN(C)C3)N1 (configuration not stated)	2.4	11	?	?
COc1cc(C2C(C(=O)Nc3ccccc3OC)=C(C)Nc3ncnn32)ccc1O (configuration not stated)	0.94	12	?	?
COc1ccc(OC)c(NC(=O)CSc2nnc(CNC(=O)c3ccco3)o2)c1	1	7	10	2
COc1ccc(Nc2nc(Nc3ccc(OC)cc3)nc(-n3[nH]c(=O)c(C)c3C)n2)cc1	1.1	7	-11	-6
Cc1cc2cc(CN3C(=O)c4ccccc4C3=O)ccc2n1C	1.2	14	-5	-2
CCN(CCCNC(=O)C1CCN(S(=O)(=O)c2cnc[nH]2)CC1)c1cccc(C)c1	1	4	7	1
Cc1ccc(CNC(=O)CCS(=O)(=O)c2cc(Br)cc3c2N(C(=O)C2CC2)CC3)o1	1.1	7	0	-2
CCOC(=O)CC(=O)CSc1ccc2nnc(-c3ccccc3)n2n1	1.1	4	-12	-4
O=C(NCCCN1CCN(c2ccccc2F)CC1)Nc1ccc(F)cc1	0.94	24	-10	0
COc1ccc(NC(=O)C2C3C=CC4(CN(Cc5cccnc5)C(=O)C24)O3)c(OC)c1 (configuration not stated)	1.2	21	-16	0
Cc1ccc2c(c1)c(C)c(C)n2CC(O)CN1CCCCC1C (configuration not stated)	0.88	10	?	?
CC1=C(C(=O)NCc2ccccc2)C(c2ccccc2OCC(N)=O)NC(=O)N1 (configuration not stated)	1	8	-7	2
COc1cc(C(c2sc3nc(C)nn3c2O)N2CC(C)CC(C)C2)cc(OC)c1OC (configuration not stated)	1	9	3	-4
CCOC(=O)c1cc(-c2ccccc2)sc1N	1.1	9	2	0
CCC(=O)N1CCc2cc(S(=O)(=O)NC(C(=O)NC(C)c3ccccc3)C(C)C)ccc21 (configuration not stated)	1.1	15	-11	1
Cc1ccc(NC(=O)CSc2nnc(-c3cnccn3)n2Cc2ccco2)cc1C	0.89	6	-20	8
O=C(CSc1ncnc2ccccc12)N1CCCC1	1.1	2	-12	8
CCN(CC)S(=O)(=O)c1ccc(F)c(C(=O)NCCC(C)C)c1	1.1	10	-9	-2
CCNc1c2c3c(cccc3n(C)c1=O)C(=O)c1ccccc1-2	9.8*	4	?	?

Three compounds from above, showing only VLA-4 antagonist, Autofluor Jurkat and Prostate diff.
| SMILES | VLA-4 antagonist | Autofluor Jurkat | Prostate diff |
| --- | --- | --- | --- |
| c1ccc(OCc2nc3ccccc3[nH]2)cc1 | -16 | 1.1 | 8 |
| CCOC(=O)C1CCCN(C(=O)c2cn(CC)c(=O)c3cc(OC)c(OC)cc23)C1 (configuration not stated) | -6 | 1 | 7 |
| Cc1ccsc1C1NC(=O)c2c(sc3c2CCN(C)C3)N1 (configuration not stated) | ? | 2.4 | 11 |

Continuation.
SMILES	Autofluor Jurkat	Prostate diff	VLA-4 antagonist	VLA-4 agonist
O=C(CSc1ncnc2c1nnn2-c1ccc(F)cc1)NCC1CCCO1 (configuration not stated)	1	7	-8	2
O=C1NC(NS(=O)(=O)c2ccccc2)(C(F)(F)F)C(=O)N1Cc1cccnc1 (configuration not stated)	1	9	-11	8
CCOC(=O)c1ccc(NC(=O)CS(=O)(=O)c2cn(CC)c3ccccc23)cc1	1.1	2	?	?
CCCCOC(=O)C1=C(C)Nc2ncnn2C1c1cccc(OC)c1 (configuration not stated)	0.98	12	0	6
Cc1ccc(SCCC(=O)N(C)C)cc1	1	13	-16	11
O=C(CSc1nnc(-c2c[nH]c3ccccc23)o1)N(Cc1ccccc1)c1ccc(F)cc1	1.2	11	-6	-1
O=C(NC1CC1)c1ccc(CS(=O)(=O)c2c(Cl)cccc2Cl)o1	1.1	4	6	-1
COc1ccc(NC(=O)c2nnn(Cc3ccc(SC)cc3)c2N)c(OC)c1	1	7	11	-1
Cc1ccc(/C=c2\s/c(=C(/C#N)C(=O)N3CCCC3)n(Cc3ccco3)c2=O)s1	1.6	9	?	?
Cc1cc(C)n2nc(S(=O)(=O)NC3CCCCC3)nc2n1	0.9	4	?	-1
O=C1CSC(c2cn(-c3ccccc3)nc2-c2cc3ccccc3oc2=O)N1Cc1ccco1 (configuration not stated)	0.86	3	-26	3
O=C(c1cc(S(=O)(=O)N2CCCCC2)ccc1F)N1CCCCC1	0.98	3	-3	-5
O=C(Cn1c(SCC(=O)N2CCCc3ccccc32)nc2ccccc21)N1CCCC1	1.2	13	-8	2
CCCCOc1ccccc1NC(=O)CSc1nnnn1C(C)(C)C	0.98	4	-5	1
CCOC(=O)c1cnn(-c2cc(C)nc3c(-c4ccccc4)c(C)nn23)c1N	1	7	-16	2
O=C(Nc1nccs1)C1CCN(S(=O)(=O)c2cnc[nH]2)CC1	0.95	9	3	3
COc1cc(NC(=O)CCn2c(=O)[nH]c3ccsc3c2=O)cc(OC)c1	1	6	-12	-1
Brc1ccc(C2=Nn3c(nnc3-c3ccncc3)SC2)cc1	1	10	-2	3
O=C(CSCc1cccs1)N1CCCC1	0.99	10	-15	-2
CCNCc1cc2cc(C)ccc2[nH]c1=O	1.2	9	-16	8
CCCc1cc(C(=O)Nc2sc(C)c(CC)c2C#N)no1	1.1	15	17	-2
Cc1cc2cc(CNC(=O)C3CC3)ccc2n1C	1.1	11	15	1
COc1cccc(NC(=O)C2CCCN(S(=O)(=O)c3cccc4cccnc34)C2)c1 (configuration not stated)	1.1	6	14	-10
CCCCNC(=O)CCCn1c(=O)[nH]c2ccc(Br)cc2c1=O	1	7	5	-4
CC(C)Cn1c(N)c(C(=O)NCc2cccs2)c2nc3ccccc3nc21	1.7	1	?	?

Carrying on.
SMILES	Autofluor Jurkat	Prostate diff	VLA-4 antagonist	VLA-4 agonist
Nc1nnnn1NCc1cccc(OCc2ccccc2)c1	0.92	9	11	-9
FC(F)(F)c1cc(-c2ccccc2)nc(-n2cncn2)n1	0.99	10	1	4
CCOC(=O)C1CCN(Cc2ccc(F)c(Br)c2)CC1	1.2	4	?	?
Cc1cc(C)n2nc(S(=O)(=O)N(C)c3ccccc3)nc2n1	0.97	4	8	-3
Cc1noc(N)c1C(=O)Nc1ccc(F)cc1	1.1	5	4	-1
O=C(c1ccc(Cl)s1)N1CCN(c2nc3ccccc3s2)CC1	0.99	17	-8	5
CCc1ccccc1NC(=O)c1ccc(F)c(S(=O)(=O)N2CCC(C(N)=O)CC2)c1	1	9	-14	-1
CCOC(=O)C1=C(C)NC(C)=C(C(=O)OC)C1c1cccc(Cl)c1Cl (configuration not stated)	1	2	-8	-4
Cc1nc2ccccc2c2oc(C(=O)NC3CC3)cc12	1	8	12	-4
O=C(COc1ccc2c(c1)C(=O)CC1(CCCCC1)O2)NCc1ccccn1	1.1	4	-1	-2
Cc1cccc(C)c1NC(=O)N1CC=C(n2c(=O)[nH]c3ccccc32)CC1	1.1	4	-5	0
O=C1CC(CCC(=O)NC2CC2)c2ccccc2N1 (configuration not stated)	1.1	4	-28	8
Cc1ccccc1OCc1nnc(SCC(=O)NCc2ccccc2)n1C	1.1	8	-7	3
COc1ccc(CCNc2oc(-c3ccco3)nc2C#N)cc1	1.1	10	-16	0
CC(=O)N1CCN(c2ccc(N=Cc3c(O)n(Cc4ccccc4)c(=O)[nH]c3=O)cc2)CC1	1.1	10	-8	-1
c1ccc(CN2CCN(c3nc(-c4ccccc4)nc(-n4ccnc4)n3)CC2)cc1	1.1	1	14	2
Cc1nn(Cc2ccccc2)c2c1C(c1ccncc1)C(C#N)=C(N)O2 (configuration not stated)	1.1	13	-2	1
CCOc1ccccc1Nc1ncnc2ccccc12	0.99	11	7	3
CC1(C)Cc2ccccc2C2CC(O)C(=O)N21 (configuration not stated)	0.85	10	-62	17
Cc1ccc(-n2c3c(cc(C(=O)O)c2=O)C(=O)CC(C)(C)C3)cc1	1.1	8	-4	-3
C=CCn1c(C(C)NC(=O)CCC)nc2ccccc21 (configuration not stated)	1	4	3	1
CCSc1nc(O)c(C2OC(=O)c3c2ccc(OC)c3OC)c(=O)n1-c1ccccc1 (configuration not stated)	0.96	13	14	-7
CS(=O)(=O)c1ccc2nc(N)sc2c1	1.1	3	-11	-2
COc1ccc2cc3cc(C(=O)NCCCN4CCOCC4)oc3nc2c1	1	9	-10	3
COc1ccc(-c2cc(C(=O)NC(C)C)no2)cc1	1	4	7	0

Sorted by SMILES length (falling): 21 of the compounds above.
SMILES	Autofluor Jurkat	Prostate diff	VLA-4 antagonist	VLA-4 agonist
CC(=O)N1CCN(c2ccc(N=Cc3c(O)n(Cc4ccccc4)c(=O)[nH]c3=O)cc2)CC1	1.1	10	-8	-1
CCc1ccccc1NC(=O)c1ccc(F)c(S(=O)(=O)N2CCC(C(N)=O)CC2)c1	1	9	-14	-1
CCSc1nc(O)c(C2OC(=O)c3c2ccc(OC)c3OC)c(=O)n1-c1ccccc1 (configuration not stated)	0.96	13	14	-7
c1ccc(CN2CCN(c3nc(-c4ccccc4)nc(-n4ccnc4)n3)CC2)cc1	1.1	1	14	2
Cc1cccc(C)c1NC(=O)N1CC=C(n2c(=O)[nH]c3ccccc32)CC1	1.1	4	-5	0
Cc1ccc(-n2c3c(cc(C(=O)O)c2=O)C(=O)CC(C)(C)C3)cc1	1.1	8	-4	-3
CCOC(=O)C1=C(C)NC(C)=C(C(=O)OC)C1c1cccc(Cl)c1Cl (configuration not stated)	1	2	-8	-4
O=C(COc1ccc2c(c1)C(=O)CC1(CCCCC1)O2)NCc1ccccn1	1.1	4	-1	-2
CC(C)Cn1c(N)c(C(=O)NCc2cccs2)c2nc3ccccc3nc21	1.7	1	?	?
Cc1cc(C)n2nc(S(=O)(=O)N(C)c3ccccc3)nc2n1	0.97	4	8	-3
O=C(c1ccc(Cl)s1)N1CCN(c2nc3ccccc3s2)CC1	0.99	17	-8	5
Cc1ccccc1OCc1nnc(SCC(=O)NCc2ccccc2)n1C	1.1	8	-7	3
FC(F)(F)c1cc(-c2ccccc2)nc(-n2cncn2)n1	0.99	10	1	4
COc1ccc(CCNc2oc(-c3ccco3)nc2C#N)cc1	1.1	10	-16	0
CCOC(=O)C1CCN(Cc2ccc(F)c(Br)c2)CC1	1.2	4	?	?
COc1ccc(-c2cc(C(=O)NC(C)C)no2)cc1	1	4	7	0
C=CCn1c(C(C)NC(=O)CCC)nc2ccccc21 (configuration not stated)	1	4	3	1
O=C1CC(CCC(=O)NC2CC2)c2ccccc2N1 (configuration not stated)	1.1	4	-28	8
CC1(C)Cc2ccccc2C2CC(O)C(=O)N21 (configuration not stated)	0.85	10	-62	17
Cc1noc(N)c1C(=O)Nc1ccc(F)cc1	1.1	5	4	-1
CS(=O)(=O)c1ccc2nc(N)sc2c1	1.1	3	-11	-2

The results go on.
SMILES	Autofluor Jurkat	Prostate diff	VLA-4 antagonist	VLA-4 agonist
CC(CCc1ccccc1)NCc1ccncc1 (configuration not stated)	1	7	-16	0
CCCN(CCC)Cc1c(C(=O)OCC)nnn1-c1nonc1N	1.1	23	14	-1
O=C(Cc1ccc(F)cc1)N(c1ccccc1)C1C=CS(=O)(=O)C1 (configuration not stated)	1	0	6	-2
COc1cc(C(=O)NCCc2ccc3c(c2)OCCO3)ccc1OCC(=O)N1CCOCC1	1.1	14	4	-6
O=C(Cn1ncc2c1-c1ccccc1OC2)Nc1ccc(S(=O)(=O)N2CCCCC2)cc1	1.1	8	-5	0
COc1ccc(S(=O)(=O)N2CCN(C)CC2)cc1C	1.1	1	0	5
CCN1C(=O)c2cccc3c(NC(=O)c4ccc(S(=O)(=O)N(C)C)cc4)ccc1c23	1.1	8	-10	6
CCOC(=O)/C(N=O)=C(\O)C1CCN(C(=O)OCC)CC1	1.1	22	-36	4
CCOC(=O)c1[nH]c(C)c(C(=O)NCc2ccc(Cl)cc2)c1C	1.4	6	?	?
Cc1cccc(-c2nc(CN3CCCC(C(=O)NC4CCC(C)CC4)C3)c(C)o2)c1 (configuration not stated)	1.1	9	30	-3

Only part of the results is shown. The share of hits here may be higher or lower than overall.
